Screening results deposited in PubChem by several laboratories.
SR-BI DiI-HDL act – SR-BI HDL lipid transfer activation | CHO ldlA[mSR-BI] cells, DiI-HDL uptake fluorescence, 3 h; 100 = double the neutral-control signal | activation, % at 12.5 µM | 0.096% of 320,000 active | AID 504775;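 active = mean replicate activation of at least 60% and every replicate at or above 60%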;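 note: 0% = median plate neutral-control signal and 100% = twice that signal; values of inactives mirror those of a sister screen read the other way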
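Material: SR-BI-overexpressing, LDLR-lacking CHO cells; schedule: compound exposure 3 h, 37 °C; reagent: DiI-labelled HDL at 10 µg/mL final; technique: bottom-read fluorescence, 550/595 nm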
Cardiac RTF inh – cardiac RTF calcium desensitization; 0.12% of 340,000 active; IANBD-labeled cardiac RTF, Ca2+ fluorescence; P19429+P45379; AID 493244; inhibition, % at 7.15 µM;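 active = inhibition above the mean inhibition of all tested compounds plus 3 SD, cut at about 17% in these data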;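 note: assay run at fixed EC70 calcium of 1.6 mM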
DAGLB inhibitor – diacylglycerol lipase beta (human) inhibition | 0.059% of 340,000 active | HEK293T DAGLB membrane lysate, EnzChek fluorogenic substrate | inhibition, % at 5.17 µM | Q8NCG7; in the data active = inhibition above about 34%;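 note: 0% = enzyme with vehicle and 100% = wells lacking enzyme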
CAL PDZ FP-1 – human CAL PDZ-peptide interaction inhibition; AID 504414; 0.02% of 330,000 active; purified CAL PDZ, TMR-peptide fluorescence polarization, 1 h; Q9HD26; inhibition, % at 20 µM;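 active = highest replicate inhibition of at least 40%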;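 note: plate controls were DMSO neutral control wells for no effect and unlabeled competitor peptide control wells for full effect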
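Test system: purified CerCALP PDZ construct; Compound dosing: one concentration, 20 µM compound; Also added: TMR-labelled reporter peptide T*-PRC34 bound in PDZ groove; Read-out: inhibition from polarization loss; Controls: unlabelled peptide and DMSO controls; Signal: FP readout, S and P plane fluorescence; Incubation: 1 h at RT.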
CAL PDZ FP-2 – inhibitors of human CAL PDZ peptide binding | Q9HD26 | inhibition, % at 24.9 µM | purified CAL PDZ, TMR-peptide fluorescence polarization, 1 h | 0.92% of 300,000 active | AID 602252;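 active = mean inhibition of at least 30% with at least half of replicates also reaching 30%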;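 note: 0% = DMSO neutral control and 100% = excess unlabeled competitor peptide PRC23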
Keap1-Nrf2 PPI – Keap1-Nrf2 (human) interaction inhibition. Keap1 Kelch-Nrf2 peptide fluorescence polarization, 1536-well. 0.15% of 340,000 active. Q14145. inhibition, % at 9.4 µM; in the data active = inhibition above about 12%;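 note: human Keap1 Kelch domain with fluorescein labeled Nrf2 9mer peptide probe; 0% = neutral control wells and 100% = peptide positive control; higher means more block of Keap1 binding to Nrf2 peptide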
C-LANA FP – KSHV C-LANA DNA binding inhibition. inhibition, % at 9 µM. MBP-C-LANA/FAM-LBS DNA binding, fluorescence polarization. 0.078% of 340,000 active;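 active = highest replicate inhibition at or above 60% at 9 µM, even if other replicates fall short; inactive = all replicates below 60% inhibition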;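 note: 0% = neutral control wells and 100% = 4 µM acridine orange control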
Rtt109 HAT inh – inhibitors of Candida albicans Rtt109/Vps75 histone acetyltransferase; purified Rtt109/Vps75, ThioGlo CoA-SH fluorescence, 4 h; inhibition, % at 34.9 µM; 0.16% of 330,000 active; AID 540336;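 active = inhibition of at least 50% in every replicate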
Target sequence (Q5AAJ8 whole entry, looked up): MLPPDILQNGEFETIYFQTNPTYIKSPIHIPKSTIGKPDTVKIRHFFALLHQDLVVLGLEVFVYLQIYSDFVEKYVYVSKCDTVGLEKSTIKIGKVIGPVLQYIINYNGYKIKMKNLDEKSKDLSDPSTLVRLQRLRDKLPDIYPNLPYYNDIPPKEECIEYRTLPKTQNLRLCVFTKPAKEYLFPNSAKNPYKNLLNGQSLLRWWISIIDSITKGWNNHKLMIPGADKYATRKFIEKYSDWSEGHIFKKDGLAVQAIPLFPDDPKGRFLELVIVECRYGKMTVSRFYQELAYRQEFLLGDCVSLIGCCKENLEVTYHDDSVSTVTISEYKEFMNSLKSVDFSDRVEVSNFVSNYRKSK
RTF Ca sens act – cardiac RTF calcium sensitization; IANBD-labeled TnC RTF fluorescence at EC20 calcium; 0% EC20 calcium, 100% full calcium; 0.24% of 340,000 active; P19429+P45379; AID 493008; activation, % at 7.2 µM;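 active = activation above the mean over all tested compounds plus 3 SD, cut at about 30% in these data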;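 note: rise in fluorescence read as greater calcium sensitivity of cardiac thin filaments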
PKA-R2B act – activates the human PKA-R2B holoenzyme complex; 0.079% of 340,000 active; P22694+P31323; PKA-R2B holoenzyme dissociation, Cy5-IP20 fluorescence polarization; R2B truncated from residue 108, S112A mutant; 0% DMSO only, 100% 113 µM cGMP; activation, % at 11.4 µM; AID 504700;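 active = activation above a cutoff set at the mean over all compounds plus 3 SD, cut at about 18% in these data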;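 note: higher means more holoenzyme dissociation and a rise in polarization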
Target sequence (P31323 whole entry, looked up, other chains not shown, the tested form may be a part): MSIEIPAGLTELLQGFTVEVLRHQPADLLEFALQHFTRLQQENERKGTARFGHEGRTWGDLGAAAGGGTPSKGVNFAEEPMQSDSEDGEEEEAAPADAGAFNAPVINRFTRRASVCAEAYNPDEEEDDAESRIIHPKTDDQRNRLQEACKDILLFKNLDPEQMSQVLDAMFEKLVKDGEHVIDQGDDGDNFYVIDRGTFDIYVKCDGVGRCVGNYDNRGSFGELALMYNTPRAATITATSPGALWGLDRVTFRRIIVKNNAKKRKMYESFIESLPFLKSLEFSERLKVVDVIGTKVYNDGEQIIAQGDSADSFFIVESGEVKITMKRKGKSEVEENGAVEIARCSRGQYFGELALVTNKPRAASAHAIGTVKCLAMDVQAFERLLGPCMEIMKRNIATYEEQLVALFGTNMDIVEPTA
Active calls of the source: *; . = no result given. Rows were taken by chance. Share with any hit: about 1.6%.

SMILES | SR-BI DiI-HDL act | Cardiac RTF inh | DAGLB inhibitor | CAL PDZ FP-1 | CAL PDZ FP-2 | Keap1-Nrf2 PPI | C-LANA FP | Rtt109 HAT inh | RTF Ca sens act | PKA-R2B act
C[C@@H](CSc1ccccc1)CN1CC[C@H](NC(=O)OCc2ccccc2)CCC1=O | -22 | 2 | -2 | -0.2 | -4 | 0 | 1.1 | 5 | 12 | -22
Cc1ccc(NC(=O)c2ccc(C)cc2)cc1 | -25 | 0 | 1 | -0.9 | -4 | 0 | 0.8 | 2 | 0 | 6
CC(=O)N1C(C)(C)CC(=NOS(=O)(=O)c2ccccc2)CC1(C)C | 22 | -11 | 3 | -2.1 | . | -8 | -0.5 | 0 | 8 | 5
CCC(C)N(C(=O)c1csnn1)C(C(=O)NC1CCCC1)c1c(F)cccc1Cl (stereo unspecified) | 8 | 3 | -3 | -1.1 | 1 | -2 | 0.6 | 1 | 6 | 3
O=C(O)CN1C(=O)c2ccc(C(=O)c3ccccc3)cc2C1=O | 14 | -7 | -2 | -0.9 | -4 | -5 | -2.0 | 7 | -2 | 7
Cc1cc(S(=O)(=O)NCCCn2ccnc2)c(C)cc1Cl | 16 | -3 | 0 | -1.7 | -13 | 1 | 0.4 | 5 | -3 | 12
COc1ccc(CCn2c(=O)[nH]c3cc(C(=O)NCCN4CCOCC4)ccc3c2=O)cc1OC | 24 | -8 | 0 | -5.2 | -1 | -3 | 1.4 | 3 | -1 | -6
O=c1cc(CN2CCOCC2)c2cc(Cl)ccc2o1 | -17 | 2 | 0 | -0.6 | 1 | -7 | 1.5 | -3 | -6 | -8
O=C(COC(=O)c1ccc(F)cc1)NCCc1ccc(F)cc1 | 17 | -11 | 2 | -2.8 | 5 | -3 | -0.3 | -10 | 4 | 0
COc1ccc(Br)cc1Cn1nnc(C(=O)Nc2ccc3c(c2)OCCO3)c1N | -23 | -5 | 0 | -2.2 | -1 | 3 | 0.3 | -2 | -9 | 5
CCCCCCn1cc(C(=O)O)c(=O)c2ccccc21 | 13 | -1 | 1 | . | -7 | -6 | 0.9 | 5 | 15 | 16
COc1ccccc1C(=O)NCCN1CCN(C(=O)c2ccccc2OC)CC1 | 4 | -7 | 1 | -0.4 | 1 | -2 | 1.2 | 1 | 8 | -3
COc1ccccc1Nc1cc(C(=O)NCCCN2CCOCC2)c2ccccc2n1 | -32 | -2 | 2 | -0.4 | . | 5 | -0.7 | 6 | -2 | 6
COC(=O)Cc1cc(=O)[nH]c(/N=C(\N)Nc2ccccc2C)n1 | -6 | 0 | -1 | -1.6 | 0 | 3 | 0.2 | -31 | -6 | 1
C=CCN(C#N)c1nc(OC)nc(N2CCCC2)n1 | -17 | -13 | 1 | -3.1 | -4 | 3 | -0.6 | -3 | 12 | 2
Cc1csc(C(=O)O)c1NC(=O)c1c(Cl)cccc1Cl | 23 | 0 | 3 | -1.2 | 14 | -7 | 0.6 | 1 | -2 | -1
O=c1nc(C(F)(F)F)nc2ccccn12 | -16 | -4 | 0 | 0.9 | -1 | -3 | -0.8 | -9 | 0 | -5
COc1ccc([N+](=O)[O-])cc1NC(=O)C(C)OC(=O)Cc1ccc(OC)c(OC)c1 (stereo unspecified) | -38 | -3 | -2 | -0.1 | . | -2 | -0.4 | -5 | -7 | 0
Fc1ccc(NC(=S)N2CCCN(c3ccc(C(F)(F)F)cn3)CC2)c(F)c1 | -9 | 2 | -6 | -0.5 | -1 | 0 | 15 | -13 | 2 | -6
COc1ccc(NS(=O)(=O)c2ccc(C)c(C(=O)N(C)Cc3ccc(C)cc3)c2)cc1 | -7 | -4 | -2 | -2.2 | 0 | -4 | 7.7 | 40 | -3 | -11
CCC(c1nnnn1Cc1ccco1)N(CCc1ccccc1)Cc1cc2cccc(C)c2[nH]c1=O (stereo unspecified) | . | 0 | 3 | -1.0 | 0 | -18 | -0.7 | 4 | 1 | -5
CC(=O)c1ccc(NC(=O)CCC(=O)N2CC(C)Oc3ccc(C)cc32)cc1 (stereo unspecified) | -22 | 1 | -1 | -0.9 | 5 | -1 | -0.3 | -6 | -3 | -7
O=C1NCCN(C(=O)CCc2nnc(-c3ccsc3)o2)C1c1ccc(F)cc1 (stereo unspecified) | 20 | 7 | -2 | 6.1 | -5 | -5 | 0.9 | 1 | -2 | -3
CCc1cccc(CC)c1NC(=S)Nc1ccccc1 | -28 | -3 | -1 | -2.6 | 1 | 1 | -1.5 | -1 | 1 | -3
Cc1ccc(-c2nc3cnccn3c2Nc2ccccc2)o1 | -17 | -13 | -2 | 0.2 | -8 | -4 | 0.2 | -2 | -2 | 4
CC(=O)NCC(=O)N(c1ccccc1)C1(C(=O)NC2CCCCC2)CCCCC1 | 27 | 3 | 0 | -0.2 | -5 | -2 | 4.0 | -1 | -2 | 8
O=C(Nc1nccs1)c1ccc(-c2ccccc2[N+](=O)[O-])o1 | -12 | -2 | -4 | -4.1 | -3 | -6 | 0.1 | 9 | 5 | -7
COC(=O)C(C)Oc1ccc(-c2nccc(-c3cccs3)n2)cc1 (stereo unspecified) | 8 | -9 | -8 | -0.5 | -4 | -5 | 1.1 | 10 | -1 | 4
Cc1cccc2cc(CN(Cc3ccc(F)cc3)C(=O)N3CCOCC3)c3nnnn3c12 | 12 | -20 | -3 | -2.1 | 2 | -2 | 3.4 | -2 | 7 | -6
CC1CCN(C(=O)CSCC(=O)O)CC1 | -6 | -10 | 1 | -0.5 | 5 | 3 | 0.6 | 6 | 2 | -1
CC[C@]12c3[nH]c4cc(-c5ccco5)ccc4c3CCN1C(=O)[C@@H](CC(=O)NCCC1=CCCCC1)C[C@@H]2C(=O)N1CCN(C(=O)C2CC2)CC1 | -47 | -5 | 4 | 0.5 | -3 | -4 | -1.3 | 6 | -3 | -4
CC1CCN(C(=O)c2cc3ccccc3c(=O)o2)CC1 | 15 | -1 | -1 | -0.7 | -3 | -2 | -1.1 | 1 | 2 | 0
COc1ccc2cc(CCNC(=O)C(C)C)c(=O)[nH]c2c1 | -3 | -5 | 0 | 0.1 | . | 3 | 0.6 | 5 | -2 | -5
COc1ccccc1NC(=O)c1ccc(S(=O)(=O)N(C)c2ccccc2OC)cc1 | 4 | -5 | -5 | -0.5 | -7 | -4 | -0.3 | 28 | 0 | -1
CCO[C@H]1OC(C(=O)N2CCN(Cc3ccc4c(c3)OCO4)CC2)=C[C@@H](C(C)(C)C)[C@@H]1CCCO | -45 | 1 | 1 | -0.6 | 1 | -3 | 2.2 | 2 | 1 | -14
CC(=O)c1ccc(NC(=O)C(C)OC(=O)c2ccc(NS(=O)(=O)c3ccc(F)c(F)c3)cc2)cc1 (stereo unspecified) | 1 | 0 | 0 | -2.1 | -4 | -3 | -2.3 | -1 | 6 | 2
COc1ccc(Cc2nnc(NC(=O)Nc3ccccc3F)s2)cc1 | 22 | -10 | 2 | -1.0 | -10 | 1 | -3.2 | 0 | 4 | 1
CC(C)Cc1cc(C(=O)Nc2ccc(Br)cc2)no1 | . | -13 | -11 | -0.4 | -1 | 2 | 0.7 | -6 | -1 | 3
CCOc1nc(Nc2cc(Cl)ccc2OC)nc(OCC)n1 | 20 | -1 | 3 | -0.2 | 1 | -1 | 0.4 | 6 | -7 | -1
Nc1ccn(CC(=O)N[C@H](CO)Cc2c[nH]c3ccccc23)c(=O)n1 | 2 | -8 | -1 | -0.5 | 0 | -3 | -1.7 | 1 | 8 | 7
NC(=O)C1(N2CCCC2)CCN(Cc2ccccc2)CC1 | 9 | 1 | 1 | -0.7 | -1 | -1 | -1.4 | 5 | -3 | -7
Cc1ccc(S(=O)(=O)c2c(C)cc(C)[nH]c2=O)c(C)c1 | 9 | 4 | -3 | -0.3 | -4 | -7 | 1.1 | 5 | -5 | -7
CC(=O)Nc1ccc(S(=O)(=O)N(Cc2ccccc2)c2ccccc2F)cc1 | -19 | -7 | 0 | -0.5 | 5 | 3 | -1.9 | -25 | 0 | -12
CCCN1CCc2c(sc(NC(=O)c3ccc(S(=O)(=O)N(C)c4ccccc4)cc3)c2C(N)=O)C1 | -10 | -19 | -17 | -2.7 | . | -27 | 1.1 | -22 | 3 | -5
O=C1NC2=C(C(=O)CCC2)C(c2ccc(OC(F)F)cc2)N1 (stereo unspecified) | . | -5 | 0 | -2.5 | -1 | -2 | 0.6 | 2 | 10 | 13
Cc1cc2c(c(=O)o1)C(c1ccc([N+](=O)[O-])o1)C(C#N)=C(N)O2 (stereo unspecified) | 15 | . | . | -1.2 | . | -1 | 12 | -1 | . | .
Clc1ccc2nc(-c3ccccc3)cn2c1 | 4 | -11 | -3 | -0.8 | -3 | -1 | -1.5 | 0 | -2 | 2
COc1ccc(-c2csc(NC(=O)CN3C(=O)C4CCCCC4C3=O)n2)c(OC)c1 (stereo unspecified) | -70 | -2 | -1 | -4.5 | 2 | -5 | 0.4 | -9 | -20 | -12
CC(C)(CCl)C(=O)Nc1ccc(C(F)(F)F)cc1 | 18 | -2 | -2 | 0.0 | -3 | 0 | 1.4 | 3 | 1 | -4
Cc1cc(OCc2n[nH]c(=S)n2-c2ccccc2)ccc1Cl | -6 | -12 | 0 | -0.5 | 1 | -7 | -0.1 | -5 | -2 | -3
CN1CCN(S(=O)(=O)c2cccc(C(=O)Nc3sccc3C(N)=O)c2)CC1 | 18 | -11 | -2 | -1.0 | -4 | 5 | -2.3 | 7 | -1 | 2
Fc1ccccc1NC(=S)Nc1ccc(Br)cc1 | 17 | 8 | -7 | -1.2 | -2 | -2 | 0.1 | 5 | -2 | -2
